Pol eta inh: qHTS for Inhibitors of Polymerase Eta; DNA polymerase eta (Homo sapiens), Q9Y253; recombinant Pol eta, fluorescent DNA replication assay; Potency, µM (doses to about 114 µM), without a hit: at the top dose activity change, negative = inhibition, usual class: inhibitors; 390,000 compounds, 1.2% hits; note: potency is the fitted concentration of half-maximal effect; % is set by controls: 0 for no effect and ±100 for the full control effect
Target sequence (Q9Y253 whole entry, looked up): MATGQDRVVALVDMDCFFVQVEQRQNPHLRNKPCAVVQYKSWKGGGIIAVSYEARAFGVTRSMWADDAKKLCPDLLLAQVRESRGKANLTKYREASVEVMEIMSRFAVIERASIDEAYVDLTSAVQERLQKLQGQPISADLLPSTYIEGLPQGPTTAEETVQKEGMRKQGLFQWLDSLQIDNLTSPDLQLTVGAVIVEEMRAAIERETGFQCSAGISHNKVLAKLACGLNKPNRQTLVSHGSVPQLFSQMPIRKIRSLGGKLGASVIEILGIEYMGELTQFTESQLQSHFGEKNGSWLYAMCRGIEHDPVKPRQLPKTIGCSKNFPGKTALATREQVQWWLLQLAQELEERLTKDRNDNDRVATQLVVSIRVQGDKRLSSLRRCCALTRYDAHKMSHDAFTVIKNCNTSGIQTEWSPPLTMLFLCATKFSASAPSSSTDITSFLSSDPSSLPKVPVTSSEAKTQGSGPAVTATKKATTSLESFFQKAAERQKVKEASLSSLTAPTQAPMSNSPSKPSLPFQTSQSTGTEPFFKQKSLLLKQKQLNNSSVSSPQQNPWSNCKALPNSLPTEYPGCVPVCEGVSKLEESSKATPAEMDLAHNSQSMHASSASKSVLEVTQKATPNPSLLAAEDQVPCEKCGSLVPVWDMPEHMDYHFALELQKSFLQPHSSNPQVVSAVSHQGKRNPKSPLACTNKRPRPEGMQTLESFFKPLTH
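Pol eta at 10 nM preincubated with compounds 15 min at room temperature; reaction started with fluorescent substrate (50 nM final) and read kinetically at 0 and 10 min.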
APE1 inh: qHTS Assay for Inhibitors of the Human Apurinic/apyrimidinic Endonuclease 1 (APE1); DNA repair nuclease/redox regulator APEX1 (Homo sapiens), P27695; recombinant APE1, TAMRA/BHQ-2 abasic DNA cleavage fluorescence; Potency, µM (top dose mostly 65.8 µM), for inactives: at the top dose activity change, negative = inhibition, usual class: inhibitors; 350,000 compounds, 0.35% hits; AID 2517, 2012;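 note: potency is the fitted concentration of half-maximal effect; plate controls were vehicle for no effect and reference inhibitor for full effect; nearly all actives have a fitted effect of over 55% in size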
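Endonuclease cleavage of a quenched abasic-site DNA duplex (50 nM) by APE1 (0.75 nM) was tracked by TAMRA dequenching. Compounds were preincubated with enzyme 15 min at room temperature; data normalized to buffer-only and DMSO wells plus NSC13755 control.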
Apoferritin bind: qHTS Assay for Identification of Novel General Anesthetics; Ferritin light chain (Equus caballus), P02791; apoferritin/1-aminoanthracene competitive binding, fluorescence; Potency, µM (highest dose often 77.5 µM), inactives show at the top dose activity change, negative = displacement, usual class: inhibitors; 350,000 compounds, 0.074% hits; AID 485281, 2010; note: potency is the fitted concentration of half-maximal effect; % is set by controls: 0 for no effect and ±100 for the full control effect; nearly all actives have a fitted effect of over 20% in size
Target sequence (P02791 2-175 limits assumed): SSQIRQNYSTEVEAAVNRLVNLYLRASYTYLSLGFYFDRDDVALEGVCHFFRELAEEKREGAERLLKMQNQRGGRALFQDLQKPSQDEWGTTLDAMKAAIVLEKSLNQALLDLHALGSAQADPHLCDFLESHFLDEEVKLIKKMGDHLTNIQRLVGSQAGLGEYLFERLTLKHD
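Probe: 1-aminoanthracene (50% saturated, PBS). Protein: horse-spleen apoferritin, 10 uM. Incubation: 10 min, room temperature. Detection: 380 nm excitation, 535 nm emission. Analysis: normalized response, four-parameter Hill.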
RXFP1 antagonist: qHTS Assay for Antagonists of the Relaxin Receptor RXFP1 | Relaxin receptor 1 (Homo sapiens), Q9HBX9 | HEK293-RXFP1, relaxin-stimulated cAMP HTRF, 30 min; active compounds read low | activity change, negative = inhibition, % at 57.5 µM | 350,000 compounds, 0.59% hits;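 active = activity change of -60% or lower, but not beyond a set lower limit; inconclusive = change between -60% and -40%, or beyond the set limit; inactive = change above -40%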; note: % is set by controls: 0 for no effect and ±100 for the full control effect
Pol kappa inh: qHTS for Inhibitors of Polymerase Kappa; Potency, µM (titrated, usually from 107 µM), inactives show at the highest dose activity, negative = inhibition, hits mostly inhibitors; purified Pol kappa, fluorescent DNA synthesis assay, 10 min; DNA polymerase kappa (Homo sapiens), Q9UBT6; 400,000 compounds, 0.53% hits; note: potency is the fitted concentration of half-maximal effect; % is set by controls: 0 for no effect and ±100 for the full control effect
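50 nM final substrate added after 15 min RT preincubation of 10 nM Pol kappa with compound; fluorescence read at 0 and 10 min.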
Pol iota inh: qHTS for Inhibitors of Polymerase Iota; 390,000 compounds, 1% hits; Potency, µM (series often up to 115 µM), for inactives: at the highest dose activity, negative = inhibition, hits mostly inhibitors; Pol iota fluorescent replication assay, 10 min; DNA polymerase iota (Homo sapiens), Q9UNA4; note: potency is the fitted concentration of half-maximal effect
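Pol iota at 10 nM preincubated 15 min with compounds at room temperature; reaction started with fluorescent substrate, 50 nM final. Fluorescence read kinetically at 0 and 10 min; buffer-only wells as negative control.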
BLM helicase inh: qHTS Assay for Inhibitors of Bloom's syndrome helicase (BLM) | recombinant BLM DNA unwinding, fluorescence dequenching | Potency, µM (series often up to 56.1 µM), for inactives: at the highest dose activity change, negative = inhibition, actives largely listed as inhibitors | 350,000 compounds, 0.2% hits | AID 2528, 2010;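 note: potency is the fitted concentration of half-maximal effect; plate controls were vehicle for no effect and no enzyme for full effect; nearly all actives have a fitted effect of over 35% in size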
PGK inhibitor: qHTS Assay to Find Inhibitors of Phosphoglycerate Kinase | Phosphoglycerate kinase, glycosomal (Trypanosoma brucei brucei), P07378 | PGK/GAPDH coupled, Kinase-Glo luminescence, 60 min | Potency, µM (titrated, usually from 57.5 µM), for the others: at the highest dose activity change, negative = inhibition, usual class: inhibitors | 380,000 compounds, 0.043% hits | AID 602233, 2012; note: potency is the fitted concentration of half-maximal effect; % is set by controls: 0 for no effect and ±100 for the full control effect; nearly all actives have a fitted effect of over 60% in size
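Luminescent ATP detection (Kinase-Glo Plus) follows a 60-minute room-temperature incubation, with wells lacking PGK as controls. Buffer: 100 mM TEA (pH 7.6), 5 mM MgCl2, 0.01% Tween-20. Coupling enzyme GAPDH (100 nM final) supplies unstable 1,3-BPG in-well.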
POLB inh: qHTS Assay for Inhibitors of DNA Polymerase Beta; P06746; Pol beta primer extension/strand displacement, fluorescence kinetic; Potency, µM (series often up to 114 µM), for inactives: at the top dose activity change, negative = inhibition, most hits filed as inhibitors; 340,000 compounds, 1.3% hits; note: potency is the fitted concentration of half-maximal effect; % is set by controls: 0 for no effect and ±100 for the full control effect
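Reaction started by 50 nM substrate onto compound-treated Pol beta (10 nM, 15 min preincubation, room temperature); plates read at 0 min and 10 min. Normalized concentration-effect data fitted by four-parameter Hill equation.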
Active calls of the source: *; & = joins results of further samples; [ ] = another dose, or the depositor's remark. Unless noted, calls come from the whole dose curve; as a rule, active = well fitted curve in the direction sought with a large enough effect; inconclusive = small, poorly fitted or top-dose-only effect, or another doubt; inactive = no such curve, though single readings can be large; an effect the other way counts as inactive or inconclusive. These rows are one share of the data. The share of hits here may be higher or lower than overall.

Results for NC1=NC(c2ccc([N+](=O)[O-])cc2)N(c2ccc(F)cc2)C(N)=N1 (stereo not given) ?
Pol eta inh: -3%; RXFP1 antagonist: -21; Pol kappa inh: 6%; Pol iota inh: 41%[activator]; PGK inhibitor: -1%

Results for CC(C)[C@H](NC(=O)[C@@H]1CSC2c3ccccc3C(=O)N21)C(=O)N1CCCCC1 (stereo not given in full) ?
Pol eta inh: 1%; APE1 inh: 34%; Apoferritin bind: -6%; RXFP1 antagonist: -3; Pol kappa inh: 12%; Pol iota inh: 28%; BLM helicase inh: 1%; PGK inhibitor: -4%; POLB inh: 36%

Results for COc1ccc(C2SCCN2C(=S)Nc2cccc(Cl)c2)cc1 (stereo not given) ?
Pol eta inh: -16%; APE1 inh: 4%; Apoferritin bind: -4%; RXFP1 antagonist: -4; Pol kappa inh: -3%; Pol iota inh: -12%; BLM helicase inh: -13%; PGK inhibitor: -4%; POLB inh: 16%

Results for CC(OC(=O)c1ccc2ncsc2c1)C(=O)Nc1cccc(Cl)c1 (stereo not given) ?
Pol eta inh: -5%; APE1 inh: 9%; RXFP1 antagonist: 3; Pol kappa inh: -8%; Pol iota inh: inconclusive; PGK inhibitor: inactive

How did O=C(COCc1cc(-c2cccs2)on1)Nc1cccc(Cl)c1Cl do in these assays?
Pol eta inh: 0%; Apoferritin bind: 3%; RXFP1 antagonist: inconclusive; Pol kappa inh: 0%; Pol iota inh: 6%; BLM helicase inh: -7%; PGK inhibitor: inactive; POLB inh: 26%

How did Nc1nc(NCCCN2CCOCC2)nc(Nc2cccc(F)c2)c1[N+](=O)[O-] do in these assays?
Pol eta inh: -12%; APE1 inh: 8%; Apoferritin bind: -7%; RXFP1 antagonist: -5; Pol kappa inh: 2%; Pol iota inh: -1%; BLM helicase inh: 7%; PGK inhibitor: inactive; POLB inh: inconclusive

What do the screens show for `O=C(CC1COc2ccccc2O1)Nc1ccccn1` (stereo not given)?
Pol eta inh: -15%; APE1 inh: -2%; Apoferritin bind: 0%; RXFP1 antagonist: 11; Pol kappa inh: -14%; Pol iota inh: 6%; BLM helicase inh: -3%; PGK inhibitor: 1%; POLB inh: -4%

Results for CCOC(=O)c1ccc(NC(=O)CCCn2c(=O)c3cccn3c3cccnc32)cc1 ?
Pol eta inh: -8%; Apoferritin bind: -5%; RXFP1 antagonist: 4; Pol kappa inh: -31%; Pol iota inh: 0%; BLM helicase inh: -11%; PGK inhibitor: inactive; POLB inh: inconclusive

How did COc1ccc(-c2csc(COC(=O)C(C)(C)C)n2)cc1 do in these assays?
Pol eta inh: -10%; APE1 inh: -6%; Apoferritin bind: -13%; RXFP1 antagonist: -12; Pol kappa inh: -6%; Pol iota inh: 124%[activator]; BLM helicase inh: -8%; PGK inhibitor: -2%; POLB inh: -3%

Results for C=CCNC(=O)C(=O)N/N=C/c1cccc(Br)c1 ?
Pol eta inh: -20%; APE1 inh: -2%; Apoferritin bind: -5%; RXFP1 antagonist: 5; Pol kappa inh: 8%; Pol iota inh: 0%; BLM helicase inh: -4%; PGK inhibitor: -5%; POLB inh: -7%

How did CSc1ccccc1NC(=O)Nc1cccc2ccccc12 do in these assays?
Pol eta inh: -10%; APE1 inh: 51%[activator]; Apoferritin bind: -2%; RXFP1 antagonist: 3; Pol kappa inh: 5%; Pol iota inh: 17%; BLM helicase inh: 1%; PGK inhibitor: -2%; POLB inh: 9%

Results for NC(=O)c1ccccc1OCC(=O)Nc1ccc(Cl)c(Cl)c1 ?
Pol eta inh: -13%; APE1 inh: -5%; Apoferritin bind: -4%; RXFP1 antagonist: 5; Pol kappa inh: -7%; Pol iota inh: 18%; BLM helicase inh: -11%; PGK inhibitor: 4%; POLB inh: 1%

What do the screens show for `O=c1c2cnn(-c3ccc(F)cc3)c2ncn1Cc1ccccc1`?
Pol eta inh: 3%; APE1 inh: 3%; Apoferritin bind: 12%; RXFP1 antagonist: -38; Pol kappa inh: -1%; Pol iota inh: 5%; BLM helicase inh: 5%; PGK inhibitor: -5%; POLB inh: -14%

How did CCCNC1CCS(=O)(=O)C1 (stereo not given) do in these assays?
Pol eta inh: 0%; APE1 inh: -5%; Apoferritin bind: -3%; RXFP1 antagonist: 1; Pol kappa inh: -6%; Pol iota inh: 5%; BLM helicase inh: -2%; PGK inhibitor: -2%; POLB inh: 26%

How did Cc1ccc(N/N=C2\COC(C)(C)CC2=O)cc1 do in these assays?
Pol eta inh: -12%; APE1 inh: 4%; Apoferritin bind: -12%; RXFP1 antagonist: 9; Pol kappa inh: -9%; Pol iota inh: 16%; BLM helicase inh: 4%; PGK inhibitor: -5%; POLB inh: 1%

What do the screens show for `O=C(N/N=C/c1oc(O)c2ccccc12)c1ccccc1O`?
Pol eta inh: -3%; APE1 inh: -2%; Apoferritin bind: -9%; RXFP1 antagonist: 11; Pol kappa inh: -22%; Pol iota inh: -14%; BLM helicase inh: -6%; POLB inh: 20%

How did CCOC(=O)CNC(=O)CSc1nc(NCc2ccccc2)nc(N(C)C)n1 do in these assays?
Pol eta inh: -19%; APE1 inh: -1%; Apoferritin bind: 3%; RXFP1 antagonist: 5; Pol kappa inh: -7%; Pol iota inh: 19%; BLM helicase inh: 2%; PGK inhibitor: 0%; POLB inh: 0%

What do the screens show for `CCCOc1ccc(N)cc1N`?
Pol eta inh: inconclusive; APE1 inh: -10%; Apoferritin bind: inconclusive; RXFP1 antagonist: -2; Pol kappa inh: -30%; Pol iota inh: inconclusive; BLM helicase inh: -25%; PGK inhibitor: -6%; POLB inh: inconclusive

Results for COc1ccc(CNC(=O)CN(C)Cc2ccc(SC)cc2)cc1 ?
Pol eta inh: -17%; APE1 inh: 14%; Apoferritin bind: 7%; RXFP1 antagonist: -20; Pol kappa inh: -8%; Pol iota inh: 18%; BLM helicase inh: 1%; PGK inhibitor: -4%; POLB inh: 23%

Results for Cc1cc(C)cc(NC(=O)CCc2c(C)nc3c(c2C)c(=O)n(C)c(=O)n3C)c1 ?
Pol eta inh: -6%; Apoferritin bind: -3%; Pol kappa inh: -1%; Pol iota inh: 53%[activator]; BLM helicase inh: -4%; PGK inhibitor: -1%; POLB inh: 25%

Results for CCOC(=O)C1=C(O)C(=O)N(Cc2ccccc2)C1 ?
Pol eta inh: -8%; APE1 inh: 59%&-10%[activator]; Apoferritin bind: -1%; RXFP1 antagonist: 4; Pol kappa inh: inconclusive; Pol iota inh: 31%[activator]; BLM helicase inh: -3%&-2%; PGK inhibitor: 3%; POLB inh: 1%

Results for Cc1ccccc1NC(=O)Cc1nc(COC(=O)c2ncc(Cl)c(Cl)c2Cl)cs1 ?
Pol eta inh: -29%; RXFP1 antagonist: -7; Pol kappa inh: -3%; Pol iota inh: 0%; PGK inhibitor: inactive

Results for Cc1ccccc1CNC(=O)c1ccccc1 ?
Pol eta inh: -4%; APE1 inh: 14%; Apoferritin bind: -18%; RXFP1 antagonist: -1; Pol kappa inh: -5%[60.1 µM]; Pol iota inh: 22%; BLM helicase inh: -1%; PGK inhibitor: -8%; POLB inh: 70%

How did Cc1nnc(NC(=O)Cc2ccc(OCc3c(C)noc3C)cc2)s1 do in these assays?
Pol eta inh: -11%; APE1 inh: 3%; Apoferritin bind: -21%; RXFP1 antagonist: 7; Pol kappa inh: -13%; Pol iota inh: 5%; BLM helicase inh: -4%; PGK inhibitor: inactive; POLB inh: -2%

What do the screens show for `Cc1ccccc1NC(=O)Cn1cc(S(=O)(=O)N2CCCC2)c(S(=O)(=O)N2CCCC2)c1`?
Pol eta inh: -28%; Apoferritin bind: 0%; RXFP1 antagonist: -2; Pol kappa inh: -21%; Pol iota inh: inconclusive; BLM helicase inh: 0%; PGK inhibitor: -3%; POLB inh: 4%

How did Cc1nnc2n1N=C(c1ccccc1)CS2 do in these assays?
Pol eta inh: -19%; APE1 inh: 27%; Apoferritin bind: -7%; RXFP1 antagonist: -1; Pol kappa inh: -3%; Pol iota inh: 4%; BLM helicase inh: 0%; PGK inhibitor: -3%; POLB inh: 37%

Results for CCn1c(SCc2c(Cl)cccc2Cl)nnc1-c1nn(-c2ccccc2)ccc1=O ?
Pol eta inh: -15%; APE1 inh: 4%; Apoferritin bind: inconclusive; RXFP1 antagonist: -11; Pol kappa inh: -3%; Pol iota inh: -6%; BLM helicase inh: 1%; PGK inhibitor: -9%; POLB inh: 43%

What do the screens show for `COc1ccc(NC(=O)CN(Cc2ccccc2)S(=O)(=O)c2ccc3nc(C)sc3c2)cc1`?
Pol eta inh: -13%; Apoferritin bind: -8%; RXFP1 antagonist: -20; Pol kappa inh: 0%; Pol iota inh: -7%; BLM helicase inh: -1%; PGK inhibitor: inactive; POLB inh: -12%

What do the screens show for `COc1cccc(C2=CC(=O)C[C@H](c3ccc4c(c3)OCO4)C2)c1OC`?
Pol eta inh: -18%; APE1 inh: -16%; Pol kappa inh: -4%; Pol iota inh: 34%; PGK inhibitor: -7%

Screening data deposited in PubChem BioAssay by National Center for Advancing Translational Sciences (NCATS).
